OXTR agonist – human OXTR agonism; AID 2435; activation, % at 3 µM; 320,000 tested, 0.32% active; P30559; CHO-OTR cells, Fluo-8 calcium fluorescence; normalized: DMSO 0%, oxytocin 100%;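 active means activation above the mean of all tested compounds plus 3 SD, cutoff set per screening run, cut at about 20% in these data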;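 further: peak over basal fluorescence ratio from a 100 s FLIPR kinetic read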
Target sequence (P30559 whole entry, looked up): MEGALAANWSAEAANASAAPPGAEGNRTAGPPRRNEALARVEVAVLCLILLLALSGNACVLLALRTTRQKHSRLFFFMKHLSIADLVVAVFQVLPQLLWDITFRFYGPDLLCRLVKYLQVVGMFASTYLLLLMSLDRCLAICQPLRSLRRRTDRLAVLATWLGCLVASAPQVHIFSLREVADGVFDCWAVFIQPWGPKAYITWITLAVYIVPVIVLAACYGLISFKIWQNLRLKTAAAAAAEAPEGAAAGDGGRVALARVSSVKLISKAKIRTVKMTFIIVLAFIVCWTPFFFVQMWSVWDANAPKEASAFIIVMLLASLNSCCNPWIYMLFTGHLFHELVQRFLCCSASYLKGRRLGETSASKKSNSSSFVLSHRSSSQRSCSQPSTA
HCV NS3 hel inh – inhibitors of Hepatitis C virus NS3 helicase; inhibition, % at 10.9 µM; 290,000 tested, 0.56% active; AID 1800; NS3 helicase DNA unwinding, Cy5 molecular beacon fluorescence;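 active means inhibition above the mean of all tested compounds plus 3 SD, set per campaign, cut at about 35% in these data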;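 further: 0% = DMSO wells and 100% = thioflavine S control wells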
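System: NS3 helicase fragment of HCV / Schedule: 1 h at 25 °C / Control set: DMSO alone as 0% and 110 µM thioflavine S as 100% / Reagent: Cy5/quencher beacon DNA duplex and ATP to start / Technique: Cy5 fluorescence / Replication: singlicate / Evaluation: % inhibition of end-to-start signal ratio versus controls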
VIM-2 inhibitor – blocks Pseudomonas aeruginosa VIM-2 metallo-beta-lactamase; purified VIM-2, nitrocefin hydrolysis, epi-absorbance fluorescence; inhibition, % at 5.6 µM; 290,000 tested, 0.89% active; AID 1527;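 active means inhibition above the mean of all tested compounds plus 3 SD, cutoff set per screening run, cut at about 7.5% in these data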;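 further: red hydrolysis product quenches plate fluorescence so inhibitors raise well fluorescence; 0% = enzyme with DMSO and 100% = DMSO without enzyme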
V1aR counter – activates human V1a receptor in oxytocin agonist counter-screen | P37288 | CHO-V1R cells, Fluo-8 calcium fluorescence, agonist mode; 0% DMSO, 100% 3 nM vasopressin | activation, % at 3 µM | 320,000 tested, 0.25% active;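 active means activation above the mean activation of all tested compounds plus 3 SD, per screening run, cut at about 20% in these data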;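 further: signal is peak over basal fluorescence ratio across a 100 second FLIPR read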
PHOSPHO1 block – PHOSPHO1 (human) inhibition | inhibition, % at 13.3 µM | recombinant PHOSPHO1, absorbance phosphatase assay | 290,000 tested, 1.1% active | Q8TCT1; in the data active means inhibition above about 60%
Target sequence (Q8TCT1 whole entry, looked up): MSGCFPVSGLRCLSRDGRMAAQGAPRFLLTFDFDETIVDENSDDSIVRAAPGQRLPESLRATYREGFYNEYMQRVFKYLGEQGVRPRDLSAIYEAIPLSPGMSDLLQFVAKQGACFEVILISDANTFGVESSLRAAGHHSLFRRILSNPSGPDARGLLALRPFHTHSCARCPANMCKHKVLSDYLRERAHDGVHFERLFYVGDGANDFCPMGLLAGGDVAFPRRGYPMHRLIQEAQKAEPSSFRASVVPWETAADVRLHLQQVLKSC
FID counter – displaces DNA intercalator in HCV helicase counter-screen. DNA fluorescent intercalator displacement, fluorescence. inhibition, % at 7.9 µM. 290,000 tested, 0.17% active. AID 1845; in the data active means inhibition above about 37%;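 further: 0% = vehicle and 100% = reference compound; higher means more ethidium bromide displaced from hairpin DNA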
GPR7 antagonist – antagonists of human GPR7 (neuropeptides B/W receptor 1) | inhibition, % at 4.4 µM | GPR7-expressing cells, fluorescence antagonist assay | AID 1861 | 290,000 tested, 1.1% active | P48145; in the data active means inhibition above about 16%, passing the limit was not always enough;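 further: cells stimulated with the agonist NPW; 0% = agonist with vehicle and 100% = vehicle without agonist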
IMP-1 inhibitor – inhibitors of Pseudomonas aeruginosa IMP-1 metallo-beta-lactamase. inhibition, % at 5.6 µM. purified IMP-1, nitrocefin hydrolysis, epi-absorbance fluorescence. 290,000 tested, 0.45% active. AID 1556;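 active means inhibition above the mean plus 3 SD of all compounds in the same screening run, cut at about 4.5% in these data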;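 further: 0% = IMP-1 with DMSO and 100% = DMSO wells lacking enzyme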
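System: purified IMP-1 / Input: IMP-1 dispensed at 0.2 nM / Medium: 50 mM HEPES pH 7.1, 50 µM ZnSO4, 0.05% Brij 35 / Timing: 15 min enzyme–compound preincubation, then 25 min nitrocefin reaction, 25 °C / Technique: plate fluorescence quenching by hydrolysis product, ex 480/em 530 nm / Repeats: singlicate testing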
GalR3 antagonist – blocks the human galanin receptor 3 | 360,000 tested, 0.44% active | O60755 | HEK293 GalR3-CNG cAMP membrane potential fluorescence; galR3 body fused to GalR1 C-terminus | inhibition, % at 3 µM;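 active means inhibition above the screen-wide average plus 3 SD, cut at about 13% in these data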;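 further: forskolin and galanin both at EC90 stimulate the cells; cAMP rise reported by CNG channel membrane potential dye signal; 0% = forskolin plus galanin with DMSO and 100% = forskolin alone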
Target sequence (O60755 1-299 limits assumed): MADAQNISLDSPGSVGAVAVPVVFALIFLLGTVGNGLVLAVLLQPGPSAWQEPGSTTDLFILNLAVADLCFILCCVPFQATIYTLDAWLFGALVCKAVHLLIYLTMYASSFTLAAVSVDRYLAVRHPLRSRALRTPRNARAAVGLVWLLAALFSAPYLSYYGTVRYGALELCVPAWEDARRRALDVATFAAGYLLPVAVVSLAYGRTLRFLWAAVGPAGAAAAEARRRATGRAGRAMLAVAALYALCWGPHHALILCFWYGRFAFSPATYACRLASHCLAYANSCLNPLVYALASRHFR
* marks the source's active call; other numbers are inactive results; . = not tested or not shown.

SMILES	OXTR agonist	HCV NS3 hel inh	VIM-2 inhibitor	V1aR counter	PHOSPHO1 block	FID counter	GPR7 antagonist	IMP-1 inhibitor	GalR3 antagonist
COc1cc(C2C3=C(CC(C)(C)CC3=O)OC3=C2C(=O)CC(C)(C)C3)cc([N+](=O)[O-])c1O	-1.9	12	-2.0	-1.0	57	-4	16	-1.5	-3
O=C(N/N=C/c1ccc(O)cc1)c1ccc(NC(=O)c2ccccc2Br)cc1	-0.3	13	-2.8	0.9	18	0	-5	-3.0	-3
Cc1ccc(Nc2ncccc2C(N)=O)cc1[N+](=O)[O-]	-0.5	1	-0.1	-0.1	-8	7	-5	-2.5	-4
COc1ccc(C2(CNC(=O)c3ccccc3[N+](=O)[O-])CCOCC2)cc1	1.5	0	-3.5	4.0	35	-3	-2	-2.3	-4
COC(=O)c1nc(NC(=O)C(C)C)n[nH]1	0.1	-1	-3.4	1.4	11	-4	-5	-3.3	-10
CC(C)NC(=S)N/N=C/c1sc(N2CCCCC2)nc1-c1cccs1	-0.7	1	-4.9	0.0	9	-3	-9	0.5	2
COc1cc(C(=O)N[C@@H](Cc2c[nH]c3ccccc23)C(=O)O)cc(OC)c1OC	1.1	6	0.3	-0.1	32	-30	-8	-2.5	-7
Cc1nnnn1-c1ccc(CC(=O)O)cc1	0.2	0	-2.8	1.9	19	10	-4	-2.2	-3
CCC(=O)c1ccc(OCC(=O)Nc2ccccc2N2CCCCC2)cc1	-0.7	-1	-0.8	-0.5	19	-8	-6	-1.6	-2
COc1cc(C)nc(SCC(N)=O)n1	0.8	7	-2.7	1.2	6	-4	-9	-2.4	-5
O=C(NCc1ccco1)/C(=C/c1ccc(C(F)(F)F)cc1)c1nc2ccccc2[nH]1	0.4	18	-0.6	-0.7	-11	-17	3	-2.1	-2
Cc1ccc(N2C(=O)CC(N3CCSCC3)C2=O)c(C)c1 (stereo unspecified)	-2.0	-9	-2.7	-1.3	53	-6	-7	-4.2	0
CCC/C(=N\NC(=O)c1cccc(C)c1)c1ccccc1	-0.9	3	-2.5	-0.3	-19	1	-4	-1.8	-4
COC(=O)c1cc(N2C(=O)C3C4C=CC(CC4)C3C2=O)ccc1Cl (stereo unspecified)	-1.1	-6	0.2	-1.5	42	-17	-5	-1.3	-6
CCOC(=O)c1c(-c2cccc(C)c2)csc1NC(=O)C1CC=CCC1C(=O)O (stereo unspecified)	-0.7	14	0.1	-0.6	-12	-20	-5	-1.7	1
Cc1ccc(N(CC(=O)NC(C)C)C(=O)CCC(=O)Nc2ccccn2)cc1	0.6	-4	0.3	0.0	30	-26	-12	-1.3	-2
Cc1ccc2nc(C)cc(C(=O)Nc3nccs3)c2c1	0.8	-2	1.0	0.5	7	-7	-2	-2.0	-6
O=C(CN1C(=O)NC(c2ccccc2)(c2ccccc2)C1=O)NCCNCCO	-0.1	19	-0.8	0.4	19	0	-12	-3.8	2
N#Cc1ccc(CSc2ncccn2)cc1	-0.8	3	-1.4	-0.3	36	-11	4	-5.8	-4
N#Cc1ccc(-c2csc(NC(=O)c3ccc(N4C(=O)CCC4=O)cc3)n2)cc1	0.2	1	1.3	1.0	30	-6	-11	-0.1	1
O=C(NCCCn1ccnc1)C(=O)c1cn(CC(=O)N2CCCCCC2)c2ccccc12	-0.9	-1	0.7	0.5	24	-1	2	-1.6	-5
C=CCOc1c(CNc2ncn[nH]2)cccc1OC	0.8	8	-2.8	-0.2	33	-1	-4	-4.2	-4
CC1CN(C(=S)NC(=O)c2ccco2)CC(C)O1 (stereo unspecified)	0.6	-7	-3.2	1.2	-16	-2	-11	-2.6	-2
O=C(Nc1ccccc1OC(F)F)c1cc2c(s1)CCC2	-2.4	11	-3.1	-1.2	-6	-4	0	-2.4	0
Cc1ccc(OCC(=O)N(Cc2ccco2)C2CCS(=O)(=O)C2)cc1C (stereo unspecified)	0.7	3	1.6	0.6	-9	-36	-1	0.1	.
O=C(c1cc(-c2ccc(O)cc2)on1)N1CCCC1	0.2	-3	-0.3	0.9	24	-7	1	-1.9	-3
O=C(Cn1cnc2ccccc21)N1CCc2ccccc21	0.9	7	-1.9	1.4	45	-5	-7	0.0	-5
CCN(CC)CCCN1C(=O)C(O)=C(C(=O)c2ccc(C)o2)C1c1ccc(C)o1 (stereo unspecified)	0.0	2	0.4	0.0	-1	3	-7	-0.2	3
O=C(CCc1ccc(O)c(O)c1)N/N=C/c1cc2c(cc1[N+](=O)[O-])OCO2	.	4	0.0	.	18	-21	-14	-3.0	-3
O=C(c1cc(COc2ccc(F)cc2Cl)on1)N1CCc2sccc2C1	-0.4	-18	-1.9	1.4	17	-29	-5	-1.4	-6
Cc1cc(N2CCOCC2)n2ncc(-c3ccccc3)c2n1	-0.8	0	0.8	-0.1	7	1	-5	-1.4	-4
C=C(C)CSc1nc(N)c(C#N)c(-c2ccc(C)cc2)c1C#N	-1.7	3	-1.6	0.4	7	4	-2	-2.2	-2
Oc1c(Cl)cc(Cl)cc1/C=N/Nc1ncc(Br)cn1	-0.1	8	-7.0	0.6	18	0	5	-4.2	-10
Cc1cccc(N2CCN(C(=O)n3ccnc3)CC2)c1C	-1.4	0	-0.9	-1.1	-6	-11	1	-2.6	-3
COC(=O)c1ccccc1NC(=O)Cc1nc(-c2ccccc2)sc1-c1ccc(C)cc1	-1.3	15	0.0	-0.4	-12	-8	-1	-2.5	5
CC(C)(CNC(=O)c1cc(Cl)c(O)c(Cl)c1)N1CCCCC1	0.5	0	-3.4	0.3	46	-4	-5	-2.1	-10

Record cards, from the list above. Order of screens: OXTR agonist, HCV NS3 hel inh, VIM-2 inhibitor, V1aR counter, PHOSPHO1 block, FID counter, GPR7 antagonist, IMP-1 inhibitor, GalR3 antagonist
`C=C(C)CSc1nc(N)c(C#N)c(-c2ccc(C)cc2)c1C#N` is listed with -1.7, 3, -1.6, 0.4, 7, 4, -2, -2.2, -2
`CC(C)(CNC(=O)c1cc(Cl)c(O)c(Cl)c1)N1CCCCC1` is listed with 0.5, 0, -3.4, 0.3, 46, -4, -5, -2.1, -10

Further records follow.
SMILES	OXTR agonist	HCV NS3 hel inh	VIM-2 inhibitor	V1aR counter	PHOSPHO1 block	FID counter	GPR7 antagonist	IMP-1 inhibitor	GalR3 antagonist
CC(C)(C)NC(=O)CN(C(=O)c1ccc(CN2CCOCC2)o1)c1ccc2c(c1)OCCO2	0.5	-2	-4.8	0.7	8	-13	1	-4.0	3
COc1ccc(C(=O)NC2=Nc3ccccc3N=C(C)C2c2ccccc2)cc1 (stereo unspecified)	-1.9	-2	0.5	-0.1	17	-3	1	-3.4	-4
COc1ccc(-n2nnnc2SCc2nc3ccccc3s2)cc1	0.8	-10	-4.5	2.0	10	-15	1	-2.3	-6
CCOc1cc(/C=C/C(=O)c2ccc(O)cc2)ccc1OCC(=O)N(C)C	1.6	5	0.4	2.1	4	-23	-6	-2.1	0
COc1ccc(OC)c(NC(=O)CCN2CCN(c3ccccc3)CC2)c1	-1.3	-4	0.2	0.2	6	-8	5	-0.4	-4
O=C1CC(c2ccccc2)Sc2nc(-c3ccccc3)c(-c3ccccc3)n21 (stereo unspecified)	-2.3	8	0.1	0.2	7	-33	0	-2.9	0
O=C(Cn1c(=O)sc2ccccc21)N1CCOCC1	0.2	0	-2.6	0.1	7	1	-7	-2.1	-7
CC(OC(=O)CCc1nc2ccccc2[nH]c1=O)C(=O)c1ccccc1 (stereo unspecified)	2.3	-3	-2.4	1.1	-26	-19	-7	-5.4	-4
CCOc1ccc(NC(=O)NNC(=O)COc2ccc3ccccc3c2)cc1	-0.3	5	-0.7	1.0	14	-22	-6	-1.2	0
CC(NS(=O)(=O)/C=C/c1ccccc1)c1ccccc1 (stereo unspecified)	-2.6	-3	1.9	-1.7	10	-9	-13	-1.1	-4
CCCC(=O)Nc1sc2c(c1C#N)CCCC2	-2.5	-7	-3.4	-0.3	0	-2	-1	-1.2	-3
O=c1c2cc(-c3ccccc3)sc2ncn1-n1cccc1	0.4	-5	-4.0	1.3	-1	-2	-1	-3.8	-3
Cc1cccc(NC(=O)c2ccc(S(=O)(=O)N3CCN(C)CC3)cc2)c1C	0.8	-4	-0.1	0.7	-4	-1	-14	-1.2	-10
CCOC(=O)CC(=O)CSc1nc2c(sc(=S)n2-c2ccc(OCC)cc2)c(=O)[nH]1	-1.6	-1	2.5	4.1	7	-34	5	1.1	2
Cc1c(CCO)c(=O)n(C)n1C(=O)c1ccc(F)cc1	1.1	21	-2.9	0.6	34	-12	-2	-2.4	-4
Cc1ccc(S(=O)(=O)N(Cc2ccccc2)c2ccccc2C(=O)NCc2ccco2)cc1	-1.4	-6	-0.6	-0.1	26	-17	-14	-2.2	-8
CCCCCC1CC(CC(=O)NC(=S)Nc2ccc([N+](=O)[O-])cc2)C(=O)O1 (stereo unspecified)	-1.2	-14	-2.4	0.0	1	0	4	-2.7	-5
Cc1snc(S(=O)(=O)/C(C#N)=N\Nc2ccccc2)c1C#N	-0.2	-1	-3.3	-0.1	-22	3	-15	-2.3	-1
CC(C)n1c(CNC(=O)c2ccccc2)nc2ccccc21	0.5	-8	-0.1	0.2	21	-2	-4	-1.9	4
NC(=O)C1CCN(c2cc(Cl)ccc2[N+](=O)[O-])CC1	-0.1	21	0.9	-0.7	28	-5	26*	0.2	-1
COc1ccc(Cn2c(CCC(=O)Nc3ccc(C)c(C)c3)nc3cccnc32)cc1	-2.8	0	-3.7	-1.1	-52	-22	-13	-0.2	-1
CC1=NN(c2ccccc2)C(=O)/C1=C/c1cc(C)n(C2CC2)c1C	0.0	12	-2.2	1.3	47	-1	1	-2.1	-3
COC(=O)c1c(NC(=O)COC(=O)CCS(=O)(=O)c2ccc(C)cc2)sc(C)c1C	-0.6	-3	-1.2	0.2	-9	-11	0	-2.0	0
C=CCNC(=O)COC(=O)CNC(=O)c1cc(Cl)cc([N+](=O)[O-])c1	0.2	7	1.1	0.8	21	14	3	-2.1	-7
COc1ccc(Cc2noc(CN3CCCN(C4Cc5ccccc5C4)CC3)n2)cc1OC	5.0	-1	-2.1	-1.1	28	-2	-6	-2.5	-2
O=C(CCl)N1N=C(c2cccs2)CC1c1ccco1 (stereo unspecified)	-1.0	3	-1.3	0.0	-3	0	0	-2.1	10
CCOc1ccc(S(=O)(=O)n2cc(-c3ccccc3)c(N)n2)cc1	-1.1	-12	-0.7	-1.6	1	-5	5	0.0	-3
O=C(Nc1ccccc1)C1CCN(C(=O)c2ccc([N+](=O)[O-])cc2)CC1	0.1	9	1.4	-0.6	39	0	-3	0.7	-1
CN(C)S(=O)(=O)c1ccc(NC(=O)COC(=O)C2CC3CCCC(C2)C3=O)cc1 (stereo unspecified)	0.9	-4	-0.6	1.3	11	-9	-4	-1.8	-6

Screens deposited in PubChem by several laboratories.
